Compound activity from PubChem BioAssay.
JMJD2A Tudor – JMJD2A Tudor domain (human) inhibition; O75164; AID 504339; 390,000 compounds, 4.4% hits; AlphaScreen JMJD2A-Tudor / H3K4me3 peptide binding; Potency, µM (series often up to 114 µM), for the others: top-dose activity change, negative = inhibition, hits mostly inhibitors; further: on the % scale 0 is the no-effect control and ±100 the full control effect; nearly all actives have a fitted effect of over 50% in size
POLI inh – DNA polymerase iota (human) inhibition | Pol iota fluorescent replication assay, 10 min | Q9UNA4 | 390,000 compounds, 1% hits | Potency, µM (highest dose often 115 µM), for the others: at the highest dose activity, negative = inhibition, most hits filed as inhibitors
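Fluorescent replication assay read twice, at 0 min and 10 min after adding 50 nM (final) substrate. Enzyme (10 nM) and compounds were first incubated 15 min at room temperature; enzyme-free buffer wells were negative controls.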
GLS inhibitor – glutaminase GLS (human) inhibition; GLS enzymatic activity, qHTS titration; AID 624170; 410,000 compounds, 0.21% hits; Potency, µM (doses to about 45.5 µM), inactives show top-dose activity change, negative = inhibition, hits mostly inhibitors; O94925; further: on the % scale 0 is the no-effect control and ±100 the full control effect
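Read-out is an Amplex red fluorescence increase coupled through glutamate oxidase and HRP, measured before and after 30 min room-temperature incubation. hKGA is in 45 mM KH2PO4 (pH 8.2) with 0.02% Tween-20; glutamine added as 1mM solution.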
Pin1 inhibitor – blocks the human prolyl isomerase Pin1 | Potency, µM (top dose mostly 115 µM), inactives show top-dose activity, negative = inhibition, hits mostly inhibitors | Q13526 | Pin1 FP peptide displacement, HiFluor488, 10 min | 390,000 compounds, 0.009% hits; active means well fitted inhibition curve with a large enough effect in the polarisation, with a control signal flat, not every such curve was filed as active; inconclusive means small, poorly fitted or top-dose-only effect, or effect the other way, or a change in a side signal; inactive means no such curve, though single readings can be large or run the other way; the % refers to the polarisation; further: on the % scale 0 is the no-effect control and ±100 the full control effect
Target sequence (Q13526 whole entry, looked up): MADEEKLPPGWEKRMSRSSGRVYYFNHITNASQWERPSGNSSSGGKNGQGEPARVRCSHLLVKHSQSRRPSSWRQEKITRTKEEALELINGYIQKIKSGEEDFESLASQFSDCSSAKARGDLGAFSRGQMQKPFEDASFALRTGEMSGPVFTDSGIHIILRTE
HP1b binding inh – HP1-beta chromodomain-methylated histone interaction inhibition. P83916. Potency, µM (series often up to 114 µM), without a hit: top-dose activity change, negative = inhibition, most hits filed as inhibitors. AlphaScreen HP1-beta / biotin-H3K9me3 peptide binding. AID 540317. 390,000 compounds, 0.56% hits; further: nearly all actives have a fitted effect of over 70% in size; inactives centre near 23
Target sequence (P83916 whole entry, looked up): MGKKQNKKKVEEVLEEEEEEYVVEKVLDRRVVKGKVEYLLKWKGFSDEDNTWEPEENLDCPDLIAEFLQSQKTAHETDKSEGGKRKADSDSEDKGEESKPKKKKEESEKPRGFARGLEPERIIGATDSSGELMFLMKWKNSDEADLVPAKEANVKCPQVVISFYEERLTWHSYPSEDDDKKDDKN
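AlphaScreen: HP1-beta (50 nM) preformed 30 min with biotin-H3(1-18)K9me3 peptide (50 nM) in PBS pH 7.4, 0.01% Tween-20. Compound added for 30 min at RT, then streptavidin donor/nickel chelate acceptor beads (10 ug/mL) for 30 min.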
Tb PGK inh – blocks T. brucei phosphoglycerate kinase. P07378. Potency, µM (titrated, usually from 57.5 µM), without a hit: at the top dose activity change, negative = inhibition, usual class: inhibitors. PGK/GAPDH coupled, Kinase-Glo luminescence, 60 min. 380,000 compounds, 0.043% hits; further: on the % scale 0 is the no-effect control and ±100 the full control effect; nearly all actives have a fitted effect of over 60% in size
Target sequence (P07378 whole entry, looked up): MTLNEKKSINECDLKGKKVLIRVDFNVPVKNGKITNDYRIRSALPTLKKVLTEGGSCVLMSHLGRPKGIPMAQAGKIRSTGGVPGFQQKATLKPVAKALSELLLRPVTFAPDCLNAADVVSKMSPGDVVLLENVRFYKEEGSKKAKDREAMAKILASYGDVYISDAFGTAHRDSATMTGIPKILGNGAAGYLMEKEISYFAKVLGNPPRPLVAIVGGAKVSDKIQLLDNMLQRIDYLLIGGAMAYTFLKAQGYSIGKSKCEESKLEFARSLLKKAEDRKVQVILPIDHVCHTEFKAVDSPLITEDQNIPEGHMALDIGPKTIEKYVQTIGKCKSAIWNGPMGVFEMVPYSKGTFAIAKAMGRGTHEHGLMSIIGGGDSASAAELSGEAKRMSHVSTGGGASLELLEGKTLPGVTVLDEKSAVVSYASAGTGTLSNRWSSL
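Luminescent ATP detection (Kinase-Glo Plus) follows a 60-minute room-temperature incubation, with wells lacking PGK as controls. Buffer: 100 mM TEA (pH 7.6), 5 mM MgCl2, 0.01% Tween-20. Coupling enzyme GAPDH (100 nM final) supplies unstable 1,3-BPG in-well.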
G9a block – G9a (human) methyltransferase inhibition. Q96KQ7. G9a H3K9 monomethylation, AlphaScreen, 2 h. Potency, µM (highest dose often 102 µM), for inactives: top-dose activity, negative = inhibition, most hits filed as inhibitors. 350,000 compounds, 8.8% hits; further: on the % scale 0 is the no-effect control and ±100 the full control effect; nearly all actives have a fitted effect of over 75% in size
Target sequence (Q96KQ7 913-1193 limits assumed): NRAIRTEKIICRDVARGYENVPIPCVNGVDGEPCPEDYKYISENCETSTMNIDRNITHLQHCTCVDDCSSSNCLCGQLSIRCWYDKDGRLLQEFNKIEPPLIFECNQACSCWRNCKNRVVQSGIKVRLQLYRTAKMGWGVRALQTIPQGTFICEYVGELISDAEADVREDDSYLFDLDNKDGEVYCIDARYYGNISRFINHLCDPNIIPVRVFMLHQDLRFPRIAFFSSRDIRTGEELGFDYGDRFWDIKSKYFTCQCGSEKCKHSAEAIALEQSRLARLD
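Enzyme 20 nM + cpd, 15 min RT; add b-H3K9 pep 500 nM / SAM 20 uM; 2 h RT; anti-H3K9me1 Ab 0.5 ug/mL + SA donor / anti-rabbit acceptor beads 20 ug/mL each, 10 min; AlphaScreen read.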
BAZ2B inh – blocks human BAZ2B; Q9UIF8; Potency, µM (series often up to 114 µM), for inactives: at the highest dose activity change, negative = inhibition, most hits filed as inhibitors; AID 504333; 360,000 compounds, 4.4% hits; AlphaScreen BAZ2B-H3K14Ac peptide displacement; further: on the % scale 0 is the no-effect control and ±100 the full control effect; nearly all actives have a fitted effect of over 60% in size
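BAZ2B (50 nM) with biotin-H3(5-23)K14Ac peptide (50 nM) in PBS pH 7.4, 0.01% Tween-20, preformed 30 min, then compound 30 min at room temperature; top concentration 110uM. AlphaScreen streptavidin donor/nickel chelate acceptor beads (10 ug/mL final), 20 min dark, signal read.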
BLM inh – Bloom syndrome helicase (human) inhibition; P54132; recombinant BLM DNA unwinding, fluorescence dequenching; Potency, µM (titrated, usually from 56.1 µM), without a hit: at the highest dose activity change, negative = inhibition, actives largely listed as inhibitors; 350,000 compounds, 0.2% hits; AID 2528;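 further: plate controls were vehicle for no effect and no enzyme for full effect; nearly all actives have a fitted effect of over 35% in size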
An asterisk follows results filed as active; i = inactive; u = inconclusive; x = no result given; & = joins results of further samples; [ ] = another dose, or the depositor's remark. Unless noted, the call rests on the fitted dose curve; in most records, active means well fitted curve in the direction sought with a large enough effect; inconclusive means small, poorly fitted or top-dose-only effect, or another doubt; inactive means no such curve, though single readings can be large; an effect the other way counts as inactive or inconclusive. Potency means the concentration at half of the fitted maximal effect. An excerpt (hit frequency here may not be typical).

entry	Compound	JMJD2A Tudor	POLI inh	GLS inhibitor	Pin1 inhibitor	HP1b binding inh	Tb PGK inh	G9a block	BAZ2B inh	BLM inh
1	O=C(C1CC1)N1CCC(C(O)(c2ccccc2)c2ccccc2)CC1	28%	2%	-2%	0%	17%	i	-21%[59 µM]	-3%	-14%
2	Cc1cc2c(cc1C)C(=O)C(Br)=C(N)C2=O	-19%	37%[activator]	-15%	u	-11%	-9%	x	x	x
3	CC(=O)Nc1ccc(S(=O)(=O)NC(=O)C23CC4CC(CC(C4)C2)C3)cc1	-3%	-1%	-5%	-9%	20%	-2%	20%[59 µM]	1%	0%
4	Cc1ccccc1CN1CCc2nc(Nc3ccc4c(c3)OCCO4)ncc2C1	35µM*	-2%	7%	-7%	-11%	x	u	22µM*	-7%
5	COc1ccc(Nc2nc(N3CCCC3)nc3ccccc23)c(OC)c1	-7%	u	37%[activator]	9%	31%	-8%	12%[12.7 µM]	-1%	52%[activator]
6	COc1cccc(-c2csc(N3CCN(C(=S)NCC(C)C)CC3)n2)c1	-22%	24%	-3%	102%[activator]	7%	1%	x	u	-5%
7	COc1ccc(N2C(=O)CC(N3CCN(c4ccc(C(=O)c5cccnc5)cc4)CC3)C2=O)cc1 (stereo unspecified)	-15%	12%	-11%	0%	9%	-7%	3%[59 µM]	-5%	-1%
8	O=C(Nc1cc(Sc2ccccn2)cc([N+](=O)[O-])c1)c1ccc(Cl)cc1	-35%	20%	-2%	6%	-21%	0%	u	-31%	-12%
9	COc1cccc(CNc2nc(C(F)(F)F)nc3ccccc23)c1	13%	43%[activator]	-14%	-1%	59%[activator]	-10%	52%[activator]	36%	-11%
10	CS(=O)(=O)c1ccc(Cl)c(NC(=O)COC(=O)c2c(Cl)cccc2Cl)c1	-22%	62%[activator]	1%	-7%	7%	i	15%	-3%	-7%
11	Cn1c(CNC(=O)c2ccccc2F)cc2ccccc21	-18%	-4%	-3%	-5%	18%	-4%	x	-15%	-2%
12	CCn1nc(C)c(/C=N/NC(=O)CSc2ccccn2)c1C	-3%	44%[activator]	6%	-3%	47%[activator]	i	-3%	-4%	0%
13	CC1(C)CC(=O)C2=C(C1)Nc1nc(SCCN3CCOCC3)[nH]c(=O)c1C2c1cccs1 (stereo unspecified)	2%	13%	0%	-11%	31%	-1%	u	-7%	-4%
14	CCC1Oc2ccccc2N(CC(=O)NCCC2=CCCCC2)C1=O (stereo unspecified)	-17%	16%	8%	-1%	29%	i	-38%	-2%	-1%
15	Cc1ccc(Nc2c(-c3ccc(C)cc3)nc3cnccn23)cc1	u	9%	u	0%	0%	-7%	-34%[59 µM]	u	-10%
16	CCCc1cc(=O)[nH]c(SCC(=O)N(C)CC(=O)Nc2ccc(F)cc2)n1	-4%	15%	-1%	2%	33%	-3%	-2%[2.33 µM]	2%	x
17	CCOC(=O)CNC(=O)C1(/C=C/c2ccccc2)CC(=O)N1c1ccc(C)cc1 (stereo unspecified)	-21%	-26%	7%	3%	17%	-2%	-4%	-3%	-5%
18	COc1ccc(NC(=O)CN(C)C(=O)Cc2ccc3c(c2)CCC3)cc1	-21%	28%	-1%	7%	4%	i	50µM*	-33%	-6%
19	Cc1ccc(NC(=O)c2ccccc2O)cc1	-3%	-6%	0%	-1%	21%	-3%	20%[59 µM]	4%	0%
20	COC(=O)c1ccc(NC(=O)c2ccco2)cc1	8%	6%	-1%	-7%	38%	-10%	-11%[59 µM]	x	-1%

Record cards, from the list above.
Entry for CC(=O)Nc1ccc(S(=O)(=O)NC(=O)C23CC4CC(CC(C4)C2)C3)cc1 → JMJD2A Tudor = -3%; POLI inh = -1%; GLS inhibitor = -5%; Pin1 inhibitor = -9%; HP1b binding inh = 20%; Tb PGK inh = -2%; G9a block = 20%[59 µM]; BAZ2B inh = 1%; BLM inh = 0%
Entry for CCOC(=O)CNC(=O)C1(/C=C/c2ccccc2)CC(=O)N1c1ccc(C)cc1 (stereo unspecified) → JMJD2A Tudor = -21%; POLI inh = -26%; GLS inhibitor = 7%; Pin1 inhibitor = 3%; HP1b binding inh = 17%; Tb PGK inh = -2%; G9a block = -4%; BAZ2B inh = -3%; BLM inh = -5%

(listing goes on)
entry	Compound	JMJD2A Tudor	POLI inh	GLS inhibitor	Pin1 inhibitor	HP1b binding inh	Tb PGK inh	G9a block	BAZ2B inh	BLM inh
21	COc1ccc2cc(Br)ccc2c1CC(=O)NC1CC(C)(C)NC(C)(C)C1	-8%	7%	-3%	u	17%	i	-7%	u	-1%
22	CCOc1ccccc1CNC(=O)C1CCN(c2nnc(C)c3c(C)n(-c4ccc(C)cc4)nc23)CC1	-18%&-10%	-1%&-9%	-17%&-3%	64%&35%[activator]	23%&27%	-7%&1%	-43%	-26%&-8%	22%&-3%
23	CCOc1cccc2sc(N(Cc3cccnc3)C(=O)C3CCCCC3)nc12	-5%	-4%	-5%	2%	37%	-7%	4%[59 µM]	-4%	-4%
24	Cc1ccc(NC(=O)NNC(=O)c2cc3ccccc3cc2O)c(C)c1	-15%	71µM*	10%	u	30%	i	36%[activator]	-3%	-7%
25	c1ccc(Nc2nc(N3CCOCC3)c3ccccc3n2)cc1	20%	-19%	-1%	-15%	59%[activator]	-6%	u	-28%	-3%
26	COc1ccccc1C(=O)OCc1ccc2sc(C)nc2c1	8%	33%[activator]	-2%	-2%	44%[activator]	2%	6%	-17%	-3%
27	Cc1c(-n2cc(C(=O)c3cc(Cl)ccc3O)cc(C#N)c2=O)c(=O)n(-c2ccccc2)n1C	-20%	18%	-4%	u	-1%	-1%	x	-15%	-3%
28	COc1cccc(SCC2(O)CCN(C(=O)c3ccc(Cl)cc3)CC2)c1	-15%	122%[activator]	-9%	7%	11%	3%	14%[59 µM]	-1%	-5%
29	CC/C(Cc1ccccc1)=N\NC(=O)c1cc([N+](=O)[O-])cc([N+](=O)[O-])c1	-21%	-4%	18%	-2%	20%	-6%	u	-7%	-1%
30	CN1CCN(C(=O)/C(=C/c2ccc(F)cc2)NC(=O)c2ccccc2)CC1	-13%	0%	3%	-12%	-1%	-1%	15%	-1%	1%
31	O=C(Nc1nnc(-c2ccccc2)o1)c1ccc(Cl)cc1	-17%	25%	7%	0%	22%	-1%	24%[59 µM]	1%	-2%
32	NC(=O)CCN1CCCCC1	-2%	11%	6%	2%	26%	6%	3%[0.501 µM]	5%	2%
33	CCN(CC)S(=O)(=O)c1cc(NC(=O)C(CC(C)C)NC(N)=O)ccc1C (stereo unspecified)	-8%	13%	-15%	6%	8%	i	-14%	-13%	-1%
34	Cc1ccc(Cl)cc1NC(=O)C[n+]1ccc(Cc2ccc([N+](=O)[O-])cc2)cc1	u	-20%	2%	2%	21%	7%	25µM*	-4%	-2%
35	CCC(=O)N1CCc2cc(OC)c(OC)cc2C1COc1ccccc1OC (stereo unspecified)	-13%&-7%	102%&7%[activator]	-3%&-10%	9%&-1%	30%&6%	2%&-2%	-27%	-18%&-6%	-9%&-2%
36	O=C(COc1ccccc1[N+](=O)[O-])Nc1ccc(Br)cc1	-10%	-24%	-2%	-1%	27%	-2%	11%	-10%	-3%
37	Cc1oc(-c2ccccc2F)nc1CSCC(=O)NCc1ccc2c(c1)OCO2	-25%	5%	0%	10%	14%	-4%	u	u	-8%
38	Cc1ccc(NC(=O)COCC(=O)Nc2ccc(F)cc2)cc1	-9%	5%	-1%	2%	60%[activator]	-7%	0%	-4%	-9%
39	COc1cccc(CNC(=O)C2CCCN(c3nc4ccccc4n4cccc34)C2)c1 (stereo unspecified)	-17%	39%[activator]	-14%	-7%	-3%	-3%	-4%[59 µM]	-13%	-1%
40	COc1ccccc1C(=O)COC(=O)CNC(=O)c1ccc(Br)o1	-14%	6%	-3%	3%	50%[activator]	-10%	50µM*	1%	x
41	COc1cc(Nc2nc3ccccc3nc2NS(=O)(=O)c2ccc([N+](=O)[O-])cc2)cc(OC)c1OC	u	u	21%	-12%	-25%	-7%	x	7.9µM*	-21%
42	COc1ccc2c(c1)CCc1c(C(=O)Nc3ccccc3C(F)(F)F)noc1-2	-15%	13%	2%	-20%	58%[activator]	-3%	-50%[59 µM]	-1%	-3%
43	CCOC(=O)C1=C(c2ccc(O)cc2)NC(=O)NC1C (stereo unspecified)	-9%	4%	7%	2%	-1%	i	x	x	x
44	CCOCCCNCc1cn(-c2ccc(F)cc2F)nc1-c1ccccc1C	-4%	127%[activator]	-14%	-6%	29%	4%	u	5%	0%
45	N#C/C(=N\Nc1ccc([N+](=O)[O-])cc1)C(=N)N1CCOCC1	-12%	33%[activator]	-9%	-4%	24%	5%	x	-25%	-21%
46	O=C(NCC1CC1(Cl)Cl)Nc1ccc(Cl)c(Cl)c1 (stereo unspecified)	34%	-5%	-7%	-1%	77%[activator]	-5%	47%	35%	-12%
47	N#Cc1ccc(CSc2nnc(Cc3cccs3)n2Cc2ccco2)cc1	u	18µM*	-21%	-1%	-7%	-13%	u	50µM*	-16%
48	O=C(NCc1ccc2c(c1)CCN2C(=O)c1ccccc1)c1cc2ccccc2[nH]1	-17%	4%	-5%	20%	27%	18%	-24%[59 µM]	u	-13%
49	OCc1nc2ccccc2n1C/C=C/c1ccccc1	-15%	13%	5%	-2%	38%[activator]	4%	-5%	-23%	2%
50	Cc1cc(Br)ccc1NC(=O)CN1C(=O)CCC1=O	-7%	16%	5%	-18%	17%	-4%	-47%[59 µM]	6%	-5%
51	CCOC(=O)CSc1nc(-c2ccccc2)nc2ccc(F)cc12	60%[activator]	11%	2%	-2%	59%	-2%	18%	58%[activator]	-2%
52	Cn1c(NCCN2CCCCC2)cc(=O)n(C)c1=O	-4%	17%	9%	-2%	33%	0%	-3%[12.7 µM]	4%	2%
53	CC(=O)c1ccc(-c2nnc(CCC(=O)N(C)Cc3cnc4ccccn34)o2)s1	-1%	124%[activator]	0%	0%	55%[activator]	-14%	x	1%	-1%
54	CSc1ncc(C(=O)Nc2cccc(C)c2C)c(C)n1	-11%	-32%	3%	9%	6%	2%	-1%	-3%	-2%
55	COc1ccc(CCNC(=O)Cc2ccc(NS(=O)(=O)c3ccc(F)cc3)cc2)cc1OC	-20%	17%	-1%	-5%	16%	1%	17%[59 µM]	7%	x
